# Source: PubChem BioAssay
# RORg inh: blocks mouse ROR gamma transcriptional activity | P51450 | Drosophila S2 Gal4-RORgamma UAS-luciferase reporter, 20 h | Potency, µM (doses to about 53.6 µM), inactives show at the highest dose activity change, negative = inhibition, usual class: inhibitors | actives 5.4% (n = 310,000) | AID 2551; further: nearly all actives have a fitted effect of over 60% in size
# Target sequence (P51450 whole entry, looked up, the tested form may be a part): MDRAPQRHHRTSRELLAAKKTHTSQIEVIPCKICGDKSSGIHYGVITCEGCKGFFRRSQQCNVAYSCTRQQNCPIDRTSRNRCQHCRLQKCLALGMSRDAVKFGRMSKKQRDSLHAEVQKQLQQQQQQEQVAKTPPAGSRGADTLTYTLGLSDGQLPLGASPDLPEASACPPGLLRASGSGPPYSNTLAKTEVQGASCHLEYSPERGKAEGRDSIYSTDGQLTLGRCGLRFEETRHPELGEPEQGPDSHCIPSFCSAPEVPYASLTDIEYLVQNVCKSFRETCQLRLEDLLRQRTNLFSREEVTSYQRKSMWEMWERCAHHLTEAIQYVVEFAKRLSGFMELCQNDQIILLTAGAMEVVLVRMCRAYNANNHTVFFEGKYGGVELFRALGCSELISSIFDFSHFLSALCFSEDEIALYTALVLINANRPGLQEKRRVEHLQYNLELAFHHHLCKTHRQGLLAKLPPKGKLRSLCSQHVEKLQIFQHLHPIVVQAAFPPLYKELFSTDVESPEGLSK
#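 Stable Schneider cell line, Gal4 DNA-binding domain fused to ROR gamma, UAS-luciferase. Cmpd 1 hr RT → CuSO4 700 uM final → 20 hr RT → luciferase reagent 10 min → luminescence.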
# Gal4-VP16 FLuc: Gal4-VP16 reporter inhibition counter-screen. Potency, µM (top dose mostly 53.6 µM), for the others: top-dose activity, negative = inhibition, most hits filed as inhibitors. actives 3.5% (n = 310,000). Drosophila S2 Gal4-VP16 UAS-luciferase, luminescence, 20 h. AID 2546;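 further: Gal4-VP16 expression switched on by copper sulfate through the metallothionein promoter; nearly all actives have a fitted effect of over 50% in size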
# Starred values were filed as active, the others as inactive; ? = inconclusive; & = joins results of further samples; ! = a repeat was not active; [ ] = remark or other dose. The call rests on the fitted dose curve; in most records, active means well fitted curve in the direction sought with a large enough effect; inconclusive means small, poorly fitted or top-dose-only effect, or another doubt; inactive means no such curve, though single readings can be large; an effect the other way counts as inactive or inconclusive. On the % scale 0 is the no-effect control and ±100 the full control effect; potency means the concentration at half of the fitted maximal effect. This is a subset; the hit share may differ from the screen's.
# Start of the listing, in advance (five entries):
# Every second line gives: Gal4-VP16 FLuc	RORg inh
O=C(O)[C@@H]1CSC(c2cccnc2)N1 (stereo not given in full)
→ 0%	-14%
Clc1ccccc1Cl
→ -13%	?
CC[C@@]1(O)C(=O)OCc2c1cc1n(c2=O)-c2cc3ccccc3nc2C1
→ ?	0.13µM*
CCCCCl
→ 9%	-5%
COC(=O)CN1CN(c2ccccc2)C2(CCN(Cc3ccc4ccccc4c3)CC2)C1=O
→ 5%	41%

# Main list, previewed entries included:
# Every second line gives: Gal4-VP16 FLuc	RORg inh
O=C(O)[C@@H]1CSC(c2cccnc2)N1 (stereo not given in full)
→ 0%	-14%
Clc1ccccc1Cl
→ -13%	?
CC[C@@]1(O)C(=O)OCc2c1cc1n(c2=O)-c2cc3ccccc3nc2C1
→ ?	0.13µM*
CCCCCl
→ 9%	-5%
COC(=O)CN1CN(c2ccccc2)C2(CCN(Cc3ccc4ccccc4c3)CC2)C1=O
→ 5%	41%
FC(F)(F)c1cccc(C2=CCN(CCc3ccc4ccccc4c3)CC2)c1
→ -11%&-14%	3%&-30%
COC1=CC(=O)O[C@@H](/C=C\c2ccccc2)C1
→ -18%[17 µM]	?
CCCCNC(=O)n1c(NC(=O)OC)nc2ccccc21
→ 24%	-27%
Cc1cccc(C)c1N
→ -2%	19%
CNC(C)[C@H](O)c1ccccc1 (stereo not given in full)
→ -8%	-11%
O=C(Cl)/C=C/C(=O)Cl
→ -4%	16%
CCOP(=O)(OCC)Oc1ccc2ccc(=O)oc2c1
→ -4%	0%
C=C1[C@@H](O)C2C=CC[C@H](C)C(=O)[C@@](C)(O)C=C[C@@H](OC(C)=O)[C@@]23C(=O)N[C@H](Cc2ccccc2)[C@@H]3[C@@H]1C (stereo not given in full)
→ 10%	?
c1ccc(-c2ccccc2)cc1
→ 0%	4%
CCC1COC(Cn2cncn2)(c2ccc(Cl)cc2Cl)O1 (stereo not given)
→ 0%	-27%
CC(=O)Nc1c2sscc-2n(C)c1=O
→ 0.25µM*	0.4µM*
CC1=C(O)C(=O)[C@H]2O[C@@H]2C1=O
→ 8.9µM*	2.8µM*
c1ccc(CN2CC[C@@]3(CCCNC3)C2)cc1
→ -3%	-5%
O=C(NC(O)C(Cl)(Cl)Cl)NC(O)C(Cl)(Cl)Cl (stereo not given)
→ 0%	4%
CCCCCCCCCC(=O)O[C@H]1CC[C@H]2[C@@H]3CCC4=CC(=O)CC[C@@H]4[C@H]3CC[C@]12C
→ 5%	7%
CC(C)[C@@]1(NC(=O)[C@H]2CC3c4cccc5[nH]cc(c45)C[C@H]3N(C)C2)O[C@@]2(O)C3CCCN3C(=O)[C@@H](Cc3ccccc3)N2C1=O (stereo not given in full)
→ -3%	25%[10 µM]
c1cnc(N2CC3(CCNCC3)C2)nc1
→ -10%	28%
O=Cc1ccc2c(c1)OCO2
→ 6%	0%
CCCCC[C@@H](/C=C/C=C\CCCCCCCCCC(=O)O)OO
→ 0%	0%
CCC1C(C)=NN=C(c2ccc(OC)c(OC)c2)c2cc(OC)c(OC)cc21 (stereo not given)
→ -7%&-10%	-2%&-12%
BrC(Br)Br
→ -6%	0%
O=C(c1csnn1)N1CCC[C@@]2(CCN(Cc3ccncc3)C2)C1
→ 0%	6%
O=c1ccc2cc(O[C@H]3OC(CO)C(O)C(O)C3O)c(O)cc2o1 (stereo not given in full)
→ 6%&8%	25%&17%
N#CCCCl
→ 15%&-1%	9%&1%
CN1CCC2=C[C@@H](O)[C@@H]3OC(=O)c4cc5c(cc4C3C21)OCO5 (stereo not given in full)
→ -29%	3%
N#Cc1nn(-c2c(Cl)cc(C(F)(F)F)cc2Cl)c(N)c1S(=O)C(F)(F)F (stereo not given)
→ 20µM*	?
c1cncc(C2=NCCC2)c1
→ -7%[17 µM]	22%[16.9 µM]
C=CC(=O)OCC(CC)CCCC (stereo not given)
→ -7%	0%
CS(=N)(=O)CC[C@@H](N)C(=O)O (stereo not given in full)
→ 9%[17 µM]	20%[16.9 µM]
CNC(C)C(O)c1ccc(O)cc1 (stereo not given)
→ -5%	-7%
CC(C)n1cnc2c(C(=O)N[C@H]3CN4CCC3CC4)cc(Cl)cc21
→ -11%	-11%
CC1(C)C(C=C(Cl)Cl)C1C(=O)OC(C#N)c1cccc(Oc2ccccc2)c1 (stereo not given)
→ -6%	39%
O=C(Oc1ccccc1)N1CCC2(CC1)CCN(C(c1ccccc1)c1ccccc1)CC2
→ -5%	-31%
CC(=O)Oc1ccc(Cl)c2cccnc12
→ 0.71µM*	0.56µM*
CCCN(C/C=C\I)[C@@H]1CCc2ccc(O)cc2C1
→ -9%	-20%
CC1(C)C(=O)[C@@H]2OC2[C@@]2(C)C1CC(O)[C@]1(C)C2CC[C@@]2(C)C(c3ccoc3)OC(=O)C3OC312 (stereo not given in full)
→ -15%	2%
CC(C)NC[C@H](O)c1ccc(N)c(C#N)c1
→ 4%	-1%
C[C@]12CCC(=O)C=C1CCc1ccc(O)cc12
→ -3%	22%
c1cnc(N2CC[C@@]3(CCCNC3)C2)nc1
→ -11%	29%
ClC(Cl)Br
→ -6%	-2%
N#CC(Cl)(Cl)Cl
→ 1%	11%
O=c1ccc2cc(O[C@H]3O[C@@H](CO)[C@@H](O)[C@@H](O)[C@@H]3O)c(O)cc2o1
→ -10%[17 µM]	-6%[2.98 µM]
[N-]=[N+]=[N-]
→ 6%	18%
N#CC(C#N)=NNc1ccc(OC(F)(F)F)cc1
→ 0.35µM*	1µM*
c1ccc(CN2CCCC3(CCNCC3)C2)cc1
→ -7%	-16%

# (listing goes on)
# Every second line gives: Gal4-VP16 FLuc	RORg inh
CC(C)NC(=O)N1CCC2(CC1)CCN(C(=O)Oc1ccccc1)CC2
→ 10%	21%
Cc1c(Cl)c(=O)oc2cc(OP(=O)(OCCCl)OCCCl)ccc12
→ -5%	14%[10 µM]
O=C(O)[C@H]1[C@H]2CN[C@H](C(=O)O)[C@H]21
→ 1%	4%
Cc1ccc(Cl)c(O)c1
→ -6%	-2%[10 µM]
Nc1ccc(-c2ccc(N)c(N)c2)cc1N
→ 16%	13%
COc1ccc(NC(=O)N2CCC3(CC2)CCN(C(=O)Oc2ccccc2)CC3)cc1
→ ?	?
COC(=O)N1CCC2(CCN(CC(C)C)CC2)CC1
→ 5%	10%
CC1(C)[C@@H](C=C(Cl)Cl)[C@@H]1C(=O)OCc1c(F)c(F)cc(F)c1F
→ 8%	29%
Clc1ccc(Cl)cc1
→ 10%	-4%
CS(=O)(=O)N1CCC2(CCCN(Cc3ccncc3)C2)CC1
→ 2%	-20%

# An excerpt from above in order of molar mass, rising.
# Every second line gives: Gal4-VP16 FLuc	RORg inh
CS(=O)(=O)N1CCC2(CCCN(Cc3ccncc3)C2)CC1
→ 2%	-20%
CCCCC[C@@H](/C=C/C=C\CCCCCCCCCC(=O)O)OO
→ 0%	0%
COc1ccc(NC(=O)N2CCC3(CC2)CCN(C(=O)Oc2ccccc2)CC3)cc1
→ ?	?

# The list goes on:
# Every second line gives: Gal4-VP16 FLuc	RORg inh
COC(=O)CCCc1[se]c2ccccc2c1I
→ -3%	42%
c1ccc(CN2CCC3(CCNCC3)CC2)cc1
→ -2%	-15%
CCCc1cc2c(n1Cc1cccc(Cl)c1)C(C)C1CN(C(=O)c3ccccc3)C(C)(C(=O)OC)C21 (stereo not given)
→ 6%	?
c1cc2cc(c1)C[n+]1ccc(c3ccccc31)NCc1ccc(cc1)CNc1cc[n+](c3ccccc13)C2
→ -19%	0%
O=C1C=C2C=C[C@@H]3C[C@@]2(O1)[C@H]1CCCCN31
→ 14%&7%	6%&10%
CN1CCC2(CC1)CCN(C(=O)Oc1ccccc1)CC2
→ 17%	-7%
CC1=CC[C@@H]2[C@@H](C1)c1c(O)cc(CC#CCCCNS(C)(=O)=O)cc1OC2(C)C
→ ?	21%
O=c1ccc2cc(OC3OC(CO)C(O)C(O)C3O)c(O)cc2o1 (stereo not given)
→ -22%	?
CN(C)C(=O)Nc1ccc(Cl)cc1
→ 19%	-1%
COC1=CC23CCCN2CCc2cc4c(cc2C3C1O)OCO4 (stereo not given)
→ -3%	-12%
C[C@H]1CC[C@@H]2[C@@H](C)[C@H]3C(C[C@H]4C5CC[C@H]6C[C@@H](O)CC[C@]6(C)C5CC[C@]34C)N2C1 (stereo not given in full)
→ 0%	-15%
C[C@H]1CC[C@@]2(NC1)O[C@@H]1C[C@H]3[C@@H]4CC[C@@H]5C[C@@H](O)CC[C@@]5(C)[C@@H]4CC[C@]3(C)[C@@H]1[C@@H]2C
→ 4%[17 µM]	-26%[16.9 µM]
CC(=O)OCC1=C(C(=O)O)N2C(=O)C(NC(=O)CCCC(N)C(=O)O)C2SC1 (stereo not given)
→ 2%	2%
Cn1c2c(c3ccccc31)CCNCC2
→ 7%	-18%
CC(C)(C)OC(=O)N1CC[C@H]1COc1cnc[c]([Sn]([CH3])([CH3])[CH3])c1
→ 5%[10 µM]	?
Clc1cc(Cl)c(Cl)c(Cl)c1
→ -16%	14%
C#CCOC(C(=O)OCCN(C)C)(c1ccccc1)c1ccccc1
→ 2%	13%
COc1cc2c(cc1O)-c1c(O)c(OC)cc3c1[C@H](C2)N(C)CC3
→ -3%	-37%
O=C(O)Cc1cccnc1C(=O)O
→ -7%	-7%
CCN(CC)C(=O)N[C@@H]1C[C@@H]2c3cccc4[nH]cc(c34)C[C@H]2N(C)C1
→ -6%	-4%[10 µM]
CCCCCCCCc1[se]c2ccccc2c1[Se]c1ccccc1
→ 7%	0%
N[C@@H](Cn1ccc(=O)n(Cc2ccc(C(=O)O)cc2)c1=O)C(=O)O
→ -2%	-10%
CC(C)(C)c1cc(O)ccc1O
→ 3.2µM*	3.5µM*!
C[C@H](N)Cc1ccccc1
→ 4%	9%
C=C[C@H]1CN2CC[C@@H]1C[C@H]2[C@@H](O)c1ccnc2ccccc12
→ 5%&-13%[17 µM]	0%&17%[16.9 µM]
Cc1cc(C)cc(OP(=O)(Oc2cc(C)cc(C)c2)Oc2cc(C)cc(C)c2)c1
→ 4%	-4%
CCCCC/C=C\C/C=C\C/C=C\C/C=C\CCCC(=O)NCc1ccoc1
→ -16%	13%
CC(=O)O[C@@H]1CN2CCC1CC2
→ 3%	-4%
CCCCCCCC(=O)Cl
→ -4%	-16%
O=c1ccc(=O)[nH][nH]1
→ 20%	6%
C[C@@H](N)Cn1ccc2cc(F)c(Cl)cc21
→ -5%	10%
CCCN1[C@@H]2C[C@@H](O)CC[C@@H]2C[C@H]1C(=O)OC
→ 0%	0%
OC(c1ccc(Cl)cc1)(c1cncnc1)c1ccccc1Cl (stereo not given)
→ -1%	24%
C=C1[C@@H]2C[C@@]3([C@H]1O)[C@H]1C[C@@H]4[C@@]5(C)CC[C@H](O)[C@]4([C@H]1N(CC)C5)[C@H]3C[C@H]2O
→ 1%[17 µM]	-19%[16.9 µM]
C=C(C)C#N
→ 5%	12%
CCCCC(CC)COC(=O)c1ccc(C(=O)OCC(CC)CCCC)c(C(=O)OCC(CC)CCCC)c1 (stereo not given)
→ -16%	1%
CN1CC(CNC(=O)OCc2ccccc2)CC2c3cccc4c3c(cn4C)CC21 (stereo not given)
→ ?	16µM*
COc1ccc(C[C@H]2c3cc(OC)c(OC)cc3CCN2C)cc1OC
→ -4%[17 µM]	-25%[16.9 µM]
CN1c2ccccc2C(NCCCCCCC(=O)O)c2ccc(Cl)cc2S1(=O)=O (stereo not given)
→ -2%	5%
O=C1/C(=C\c2ccccc2)C[C@@]2(O)[C@H]3Cc4ccc(O)c5c4[C@@]2(CCN3CC2CC2)[C@@H]1O5
→ 13µM*	11µM*
C[C@H](N)[C@@H](O)c1ccccc1
→ -1%[17 µM]	0%[2.98 µM]
CC(C)(C)OC(=O)C(Br)CCBr (stereo not given)
→ 19%	10%
CCN1C[C@]2(C)CC[C@H](O)[C@@]34[C@@H]5CC6[C@@H](OC)C[C@@](O)([C@@H]5[C@@H]6O)[C@H](C[C@@H]23)[C@H]14
→ 2%[17 µM]	24%[16.9 µM]
C/C1=C/C(=O)O[C@@H]2C[C@@H](CC[C@H](C)/C=C\CC1)O[C@@](O)(C1CSC(=O)N1)C2 (stereo not given in full)
→ 6%&29%	-9%&-29%
O=C(O)C(Cl)(Cl)Br
→ -7%	4%
ClC1=C(Cl)C(Cl)(Cl)C(Cl)=C1Cl
→ ?	18µM*
Clc1ccc(C(c2ccc(Cl)cc2)C(Cl)Cl)cc1
→ 1%	35%
ClCC(Cl)CCl
→ -1%	2%
CN1C[C@H](C(=O)N[C@]2(C)O[C@@]3(O)[C@@H]4CCCN4C(=O)[C@H](Cc4ccccc4)N3C2=O)C=C2c3cccc4[nH]cc(c34)C[C@H]21
→ -2%	12%
ClP(Cl)(Cl)(Cl)Cl
→ 4%	-26%

# Continuation.
# Every second line gives: Gal4-VP16 FLuc	RORg inh
O=C(NC(=O)c1c(F)cccc1F)Nc1ccc(Cl)c(Oc2ncc(C(F)(F)F)cc2Cl)c1
→ -23%	-4%
C[C@]12C/C(=C/O)C(=O)C[C@@H]1CC[C@@H]1[C@@H]2CC[C@@]2(C)[C@H]1CC[C@]2(C)O
→ -13%	-17%
CCN1C[C@]2(COC)CC[C@H](O)[C@@]34[C@@H]5C[C@H]6[C@@H](OC)[C@H]5[C@](O)(C[C@@H]6OC)[C@@](O)([C@@H](OC)[C@H]23)[C@@H]14
→ 6%[17 µM]	-20%[16.9 µM]
OCCBr
→ -3%	4%
O=C(Oc1ccccc1)N1CCC2(CCCN(Cc3ccccc3)C2)CC1
→ -6%	-8%
Nc1ccc(N)cc1
→ -3%&-11%	-5%&-16%
